# Screens deposited in PubChem by National Center for Advancing Translational Sciences (NCATS).
# KDM5B inh – blocks human KDM5B histone demethylase activity | 220,000 tested, 2.6% active | Potency, µM (series often up to 57.7 µM), for inactives: at the highest dose activity change, negative = inhibition, hits mostly inhibitors | KDM5B demethylase, FDH-coupled NADH fluorescence (FDH is formaldehyde dehydrogenase); active = well fitted inhibition curve with a large enough effect; inconclusive = small, poorly fitted or top-dose-only effect; inactive = no such curve, though single readings can be large or run the other way; also: 0% is about no effect; nearly all actives have a fitted effect of over 70% in size
# Target sequence (Q9UGL1 whole entry, looked up): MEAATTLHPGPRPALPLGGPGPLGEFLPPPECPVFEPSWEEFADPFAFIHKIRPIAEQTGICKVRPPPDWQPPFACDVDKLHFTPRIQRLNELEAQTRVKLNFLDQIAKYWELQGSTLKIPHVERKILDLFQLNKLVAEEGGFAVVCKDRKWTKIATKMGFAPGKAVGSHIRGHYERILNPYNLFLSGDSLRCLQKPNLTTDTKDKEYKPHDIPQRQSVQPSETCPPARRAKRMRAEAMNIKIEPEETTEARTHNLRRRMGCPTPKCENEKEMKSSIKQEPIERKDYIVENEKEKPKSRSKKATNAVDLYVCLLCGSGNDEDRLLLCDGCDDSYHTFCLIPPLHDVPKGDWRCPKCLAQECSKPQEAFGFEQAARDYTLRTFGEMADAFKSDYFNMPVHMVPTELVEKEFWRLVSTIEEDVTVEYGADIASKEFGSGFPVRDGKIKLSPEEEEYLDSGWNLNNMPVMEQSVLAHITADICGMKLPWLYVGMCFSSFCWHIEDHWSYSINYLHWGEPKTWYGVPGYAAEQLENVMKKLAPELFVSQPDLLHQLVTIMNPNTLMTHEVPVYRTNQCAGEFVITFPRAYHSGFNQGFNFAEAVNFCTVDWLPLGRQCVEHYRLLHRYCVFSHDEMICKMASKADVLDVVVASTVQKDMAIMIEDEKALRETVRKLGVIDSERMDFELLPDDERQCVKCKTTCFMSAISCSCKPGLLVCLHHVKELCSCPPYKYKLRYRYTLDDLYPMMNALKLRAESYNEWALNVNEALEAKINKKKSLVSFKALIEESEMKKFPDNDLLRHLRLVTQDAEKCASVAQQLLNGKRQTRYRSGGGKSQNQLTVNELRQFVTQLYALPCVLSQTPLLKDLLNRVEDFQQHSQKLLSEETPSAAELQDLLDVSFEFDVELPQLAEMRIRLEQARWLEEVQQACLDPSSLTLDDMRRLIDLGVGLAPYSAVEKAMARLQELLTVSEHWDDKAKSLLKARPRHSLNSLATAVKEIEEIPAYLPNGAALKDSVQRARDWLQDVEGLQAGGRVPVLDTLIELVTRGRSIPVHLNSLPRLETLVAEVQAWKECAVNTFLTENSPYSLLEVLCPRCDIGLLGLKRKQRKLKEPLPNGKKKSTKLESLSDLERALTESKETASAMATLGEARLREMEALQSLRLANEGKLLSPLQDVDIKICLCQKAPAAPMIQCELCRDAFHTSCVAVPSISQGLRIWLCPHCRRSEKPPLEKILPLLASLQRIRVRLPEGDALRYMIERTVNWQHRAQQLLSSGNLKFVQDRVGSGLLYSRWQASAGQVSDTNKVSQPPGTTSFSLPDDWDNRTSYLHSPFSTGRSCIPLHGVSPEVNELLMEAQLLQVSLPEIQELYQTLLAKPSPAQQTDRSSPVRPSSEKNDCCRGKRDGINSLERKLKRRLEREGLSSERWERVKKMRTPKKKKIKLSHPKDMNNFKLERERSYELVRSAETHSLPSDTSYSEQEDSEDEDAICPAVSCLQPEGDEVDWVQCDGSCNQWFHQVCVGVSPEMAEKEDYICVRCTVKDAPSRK
#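 Coupled FDH/NAD⁺ fluorescence readout. KDM5BΔAP 200 nM final; compound titration, 10 min RT preincubation; substrate mix 12.5 µM H3K4me3, 25 µM 2-OG, 50 µM Fe(II), 100 µM ascorbate, 0.25 mM NAD⁺, 0.25 U/mL FDH; ΔRFU over 30 min.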
# Starred values were filed as active, the others as inactive; i = inactive; ? = inconclusive; & = joins results of further samples; [ ] = remark or other dose. Potency is read from the fitted curve at half-maximal effect. Not all compounds are listed (hit frequency here may not be typical).
KDM5B inh	SMILES
10%	CCc1cccc(C)c1NC(=O)CN(C)S(=O)(=O)c1cccc2nsnc12
-2%&-4%	COc1ccc(NC(=O)c2ccc(NC(=O)CCS(=O)(=O)c3cccs3)cc2)cc1
-14%	CCN(CC)CC(=O)Nc1c(-c2ccccc2)c2cc(Br)ccc2[nH]c1=O
-1%	Cc1ncsc1C(=O)N1CCC2(CC1)OC(=O)N(Cc1cccnc1)C2(C)c1ccccc1 (centres undefined)
?	CCN1c2cc(C(=O)Nc3ccc(C)c(C)c3)ccc2C(=O)N2CCCCC21 (centres undefined)
-7%	NNC(=O)c1cc(-c2ccc(N)cc2)nc2ccc(Br)cc12
?	OCc1cn(-c2ccccc2)nc1-c1cc2ccccc2o1
-8%	Cc1cc[n+](-c2[nH]c(=O)sc2/C=N/N=C(\[O-])c2ccccc2)cc1
-2%	N#Cc1ccc(OCCOC(=O)c2ccccc2SCC2CCCO2)cc1 (centres undefined)
1%	COc1ccc2c(C)cc(SCC(=O)N3CCCC3)nc2c1
-14%	COCCn1c(C)cnc1CC1CCCN(Cc2ccc(F)cc2F)C1 (centres undefined)
-4%	COCC(=O)NC1CCC12CCN(Cc1ccc(F)cc1F)CC2 (centres undefined)
11%	Cc1ccc(CN2C3=NCCCN3c3ccccc32)cc1
-1%	O=C(CCn1c(=O)c2sccc2n(Cc2cccc(F)c2)c1=O)NCc1ccc2c(c1)OCO2
-16%	CCc1noc([C@@H]2CC(F)(F)CN2C(=O)c2cn(C)cn2)n1
?	O=C(NCc1ccc(Cl)cc1)c1cc2cccc3c2n1CCS3
5%	Cc1ccc(C2C(C#N)=C(N)OC3=C2C(=O)CC(c2ccccc2Cl)C3)cc1 (centres undefined)
-8%	CCCCNCc1ccc(-c2ccc(C(C)O)cc2)o1 (centres undefined)
i	CC(=O)Oc1cc2oc(=O)cc(C)c2cc1Cl
18%	O=C(COC(=O)C12CC3CC(CC(Br)(C3)C1)C2)Nc1ccc([N+](=O)[O-])cc1Br

# 3 entries from above, sorted by the number in KDM5B inh, highest first:
KDM5B inh	SMILES
5%	Cc1ccc(C2C(C#N)=C(N)OC3=C2C(=O)CC(c2ccccc2Cl)C3)cc1 (centres undefined)
-2%	N#Cc1ccc(OCCOC(=O)c2ccccc2SCC2CCCO2)cc1 (centres undefined)
-14%	COCCn1c(C)cnc1CC1CCCN(Cc2ccc(F)cc2F)C1 (centres undefined)

# Carrying on.
KDM5B inh	SMILES
-29%	COc1ccc(CCNC(=O)c2ccc3[nH]c(C)c(C)c3c2)cc1OC
-16%	O=C1Nc2ccccc2C2(CCN(C(=O)OCc3ccccc3)C2)O1 (centres undefined)
5%	Cc1ccc2c(c1)-c1onc(C(=O)Nc3cc(-c4cccc(F)c4)no3)c1CO2
?	CCNC(=O)CCSc1nnc(-c2ccc(O)cc2)o1
-4%	c1ccc(-c2ccc(CNCC3CCCO3)cc2)cc1 (centres undefined)
-7%	O=C(O)c1ccccc1C(=O)c1cc(Cl)ccc1Cl
22%	CCCCCCn1c(CN2CCN(c3ccccc3)CC2)nc2c1c(=O)n(C)c(=O)n2C
25%	O=C(NC(c1ccccc1)c1ccccc1)C(Sc1ccccc1)c1ccccc1 (centres undefined)
?	Cc1cc(C)cc(NC(=O)c2sc3nc(-c4ccccc4)cn3c2C)c1
1%	CNc1nccc(N2CCC(CC(=O)N(C)CCCc3c(C)nn(C)c3C)CC2)n1
-11%	O=C1CCN(S(=O)(=O)c2ccccc2)CCCN(Cc2cn[nH]c2-c2ccc(F)cc2)CCN1
49%[activator]	COc1ccccc1CNC(=O)C[C@@H]1CCNC[C@@H]1Cc1cc(CSc2ccccc2)on1
3%	N#Cc1ccc(CN2CCN(C(=O)c3cc(C4CC4)nn3-c3ccccc3)CC2)cc1
3%	O=C(Nc1ccccc1C(=O)N1CCOCC1)c1cccc(Br)c1
17%	CNC(=O)[C@@H]1CN(C(=O)c2ccn(C)n2)C[C@H]1COC
6%	NNC(=O)c1cccc([N+](=O)[O-])c1
-8%	Cc1cc(=O)n2c(n1)NC(Nc1ccc(F)cc1)=NC2c1cccs1 (centres undefined)
-3%	O=C(Nc1ccccc1Cc1ccccc1)c1ccccc1F
-31%	Oc1ccc(-c2nc(C3CC3)nc3c2CCN(Cc2ccc(C(F)(F)F)cc2)CC3)cc1
-40%	CCC(=O)Nc1cc(-c2nc3cc(OC)ccc3o2)ccc1C
-10%	CC(=O)c1cccc(NC(=O)c2ccc(Cl)c(S(=O)(=O)N3CCOCC3)c2)c1
28µM*	COc1cc(-c2onc(C)c2C(=O)NCCc2ccc(F)cc2)cc(OC)c1OC
-19%	CCCCNC(=O)N1CC(C(=O)NCc2ccco2)CC(c2ccc(F)c(C)c2)C1 (centres undefined)
29%	O=C(O)CCNS(=O)(=O)c1ccc(Br)cc1
-11%	CCc1noc(-c2cn(C3CCN(C(=O)COc4ccc(F)cc4)C3)nn2)n1 (centres undefined)
12%	CN(C)CC(O)COc1ccc(NC(=O)Nc2ccccc2)cc1 (centres undefined)
5%	COc1ccc(CNC(=O)C23CCC(=O)N2CCS3)cc1 (centres undefined)
?	COc1ccc(Cl)cc1C(=O)Nc1nc2ccccc2[nH]1
?	CCc1ccc(Sc2cc(C(=O)NCc3cccc(OC)c3)c3ccccc3n2)cc1
-25%	COc1cccc(COC(=O)c2ccc(-c3nnn(Cc4ccccc4)n3)cc2)c1
-19%	O=C1[C@@H]2C[C@@H](O)CN2C2(CN(Cc3ccc(C(F)(F)F)cc3)C2)C(=O)N1Cc1ccccc1F
-1%	Cc1ccc(C)c(NC(=O)N2CCc3cc(S(=O)(=O)N4CCC(C)CC4)ccc32)c1
-37%[86.2 µM]	CS(=O)(=O)N[C@H]1C[C@H]2C(=O)Nc3ccc(-c4ccc5c(c4)OCO5)cc3C(=O)N2C1
-6%	CNC(=O)c1[nH]nc2c1CCc1ccccc1-2
?	Cc1ccc(CNC(=O)Cn2c3ncccc3c(=O)n2-c2ccccc2)cc1
-5%	Cc1ccccc1NC(=O)N1CCC(N(CCC(C)C)C2CCOCC2)CC1
17%	Cc1ccc2oc(-c3ccc(C)c(NC(=O)c4ccc([N+](=O)[O-])o4)c3)nc2c1
18%[86.2 µM]	N#Cc1cccc(CN2CCOC[C@H]2c2ncc(-c3ccccc3)[nH]2)c1
-12%	CC1=C(C(=O)Nc2ccccc2)C(c2ccc(C)cc2)NC(=S)N1 (centres undefined)
24%	Cc1ccc(S(=O)(=O)NCCO)cc1C(=O)O

# Compounds shown so far that have bromine:
KDM5B inh	SMILES
-14%	CCN(CC)CC(=O)Nc1c(-c2ccccc2)c2cc(Br)ccc2[nH]c1=O
-7%	NNC(=O)c1cc(-c2ccc(N)cc2)nc2ccc(Br)cc12
18%	O=C(COC(=O)C12CC3CC(CC(Br)(C3)C1)C2)Nc1ccc([N+](=O)[O-])cc1Br
3%	O=C(Nc1ccccc1C(=O)N1CCOCC1)c1cccc(Br)c1
29%	O=C(O)CCNS(=O)(=O)c1ccc(Br)cc1

# Returning to the listing, repeating the four entries before the break.
KDM5B inh	SMILES
17%	Cc1ccc2oc(-c3ccc(C)c(NC(=O)c4ccc([N+](=O)[O-])o4)c3)nc2c1
18%[86.2 µM]	N#Cc1cccc(CN2CCOC[C@H]2c2ncc(-c3ccccc3)[nH]2)c1
-12%	CC1=C(C(=O)Nc2ccccc2)C(c2ccc(C)cc2)NC(=S)N1 (centres undefined)
24%	Cc1ccc(S(=O)(=O)NCCO)cc1C(=O)O
14%	N#Cc1cn(C2CC2)c(=O)n(Cc2coc(-c3ccccc3)n2)c1=O
4%	Cc1cc(C)nc(NC(=O)Nc2cccc(Cl)c2)n1
19%[86.2 µM]	O=C1NC2(CCN(C(=O)c3cccnc3)CC2)Oc2ccccc21
5%	O=C(CCC(=O)c1ccccc1)Nc1ccc(F)c(Cl)c1
-14%[86.2 µM]	COc1ccc(NC(=O)[C@@H]2C[C@@H](c3ccc(F)cc3)N(Cc3ccccc3)C2)cn1
8%	Cc1ccccc1-c1nnc2sc(NC(=O)c3ccccc3)nn12
25µM*	Cn1cc(C(=O)N2CCC3(CC2)CN(c2ncccn2)CC3CO)cn1 (centres undefined)
1%	COc1ccccc1CNC(=O)C1CCN(c2cnc3nccnc3c2)CC1
-13%	CCNC(=O)[C@@H]1C[C@H](NC(=O)c2oc(C)nc2C)CN1Cc1nc(C)no1
?	CC1CCCCN1c1csc2ccc(F)cc2c1=O (centres undefined)
5%	COc1ccc(-n2c(SCc3ccccn3)nc3c(c2=O)SCC3)cc1OC
-19%	Cc1ccc2ncc(C(=O)N3CCN(c4ccccc4F)CC3)c(=O)n2c1
-25%	CCOc1ccccc1NC(=O)C(Cc1ccccc1)NS(=O)(=O)c1ccc2c(c1)oc(=O)n2C (centres undefined)
3%	CC(=O)Nc1cccc(C(=O)NCCn2ccn3nc(-c4ccc(C)cc4C)cc3c2=O)c1
-9%	COc1ccc(C(=O)N2CCC(Oc3ccccc3)C2)cc1 (centres undefined)
-4%	COc1ccc(NC(=O)Cn2c(=O)n(CCCCCC(=O)NCc3ccc4c(c3)OCO4)c(=O)c3sccc32)cc1Cl
34%[activator]	CC1(C)Cc2c(sc3nc(C4CCCCC4)n(N)c(=O)c23)CO1
?	CC(CNC(=O)Cc1ccc(NC(=O)N2CCSc3ncccc32)cc1)c1ccccc1 (centres undefined)
?	Cc1c(-c2ccc(Cl)cc2)c(=O)oc2ccc(OC(=O)N3CCOCC3)cc12
-16%[86.2 µM]	COc1ccc(CN2C(=O)CO[C@H]3CN(Cc4ccccc4Cl)C[C@H]32)cc1
-21%	CCOc1ccc(NC(=O)c2cc(S(=O)(=O)N3CCCCC3)c[nH]2)cc1
-20%	O=C(CCCc1nc2ccccc2s1)NC1CCCCCCC1
-32%	Cc1ccc(C2=NC3(CCN(C(=O)c4ccsc4)CC3)ON2)cc1
?	COc1ccc(CNC(=O)c2ccc(-c3ccc(N4CCSCC4)nc3)cc2)cc1OC
-4%	Cc1ccc(C(=O)c2c(C)c(C)cc(C)c2C)cc1
18%	O=CNNC(=S)NCCc1ccccc1
-10%	Cn1c(=O)oc2cc(S(=O)(=O)NC(Cc3ccccc3)C(=O)Nc3ccc(F)cc3)ccc21 (centres undefined)
32%	Cc1cccc(N(CC(=O)NC2CCCC2)C(=O)c2csnn2)c1C
-26%	COc1ccccc1C(=O)Oc1ccc(F)cc1C(=O)/C=C/c1ccc(C)cc1
-15%	CCOc1ccc(NC(=O)Cn2c(=O)oc3cc(S(=O)(=O)N4CCCCCC4)ccc32)cc1
?	COc1cc(NC(=O)C2CCN(c3cnc4ccccc4n3)CC2)cc(OC)c1OC
-8%	COC1C(=O)N(C2CCN(Cc3scnc3C)CC2)C12CCOCC2 (centres undefined)
20%	CCc1ccc(C(CC(=O)O)N2Cc3ccccc3C2=O)cc1 (centres undefined)
11%	CNC(=O)[C@@H]1CN(C(=O)c2ccc(C#N)cc2)C[C@H]1COC
14%	Cc1cccc(CN2C[C@]34C=C[C@H](O3)C(C(=O)N3CCc5ncccc5C3)C4C2=O)c1 (some centres undefined)
-22%	COc1ccc(N2CCN(CCCNC(=O)C3(CCO)CC34CCOCC4)CC2)cc1 (centres undefined)
-1%	CCOc1ccccc1C(=O)N1CCC(C(=O)c2ccc3c(c2)OCCO3)CC1
56%	O=C(CC[C@@H]1CNC(=O)[C@@H]2C[C@H](NCc3cccc(Cl)c3)CN12)NCc1ccc(F)cc1
6%	COc1cc(NC(=O)C(Cc2ccccc2)n2c(=O)[nH]c3ccccc3c2=O)cc(OC)c1 (centres undefined)
3%	CCOc1cc(=O)n2c(c1C(=O)NCc1ccc(C)c(C)c1)CCCCC2
3%	Cc1ccccc1NC(=O)Cn1cc(C(=O)c2ccco2)c2ccccc21
-24%	COc1ccc(C2C(C(=O)Nc3ccccc3)=C(C)Nc3nc(-c4ccc(Cl)cc4)nn32)cc1 (centres undefined)
-5%	O=S(=O)(Cc1ccc(Cl)cc1)Nc1nc2c(s1)CCCC2
25%	CNCCN1C(=O)CC[C@H]2CN(C(=O)CCN3CCCCO3)CC[C@H]21
-14%	CC(C(=O)NC1CCN(Cc2ccccc2)CC1)C1CCOCC1 (centres undefined)
?	Cc1ccc(C(=O)NC2CCN(c3ccc(=O)n(C)n3)CC2)cn1
10%	Cc1cc2oc(=O)cc(CN3CCN(S(=O)(=O)c4ccc5c(c4)OCCO5)CC3)c2cc1C(C)C
-2%	Cc1nc2c(c(-c3ccc(Cl)cc3)n1)CCN([S+](=O)([O-])c1c(C)noc1C)CC2
-11%	COc1cccc(Nc2nc(-c3cc4cc(Cl)ccc4oc3=O)cs2)c1
-2%	COc1ccc(S(N)(=O)=O)cc1C(=O)N1CCC2(CCCN(C)C2=O)C1 (centres undefined)
-6%	CC(C)CCOC(=O)C(C)Sc1n[nH]c(=O)[nH]c1=O (centres undefined)
17%	O=C(CCc1cccnc1)N1CCC(c2[nH]ncc2-c2cccc(F)c2)CC1
2%	CCOC(=O)C1CCC(CNC(=O)N2CCCC2c2ccc(C)cc2)CC1 (centres undefined)
?	CN1c2ccc(Cl)cc2-c2nc(SCC(=O)NCc3ccc(F)cc3)ncc2S1(=O)=O
13%	Cc1ccc(SCC(=O)c2c(C)[nH]c3ccccc23)cc1
-1%	CC(=O)N1CCN(C(=O)C(=O)Nc2cccc3[nH]ccc23)CC1
13%	COc1ccc(S(=O)(=O)Nc2nc3ccccc3nc2Nc2ccc(OC)c(Cl)c2)cc1
7%	O=c1c2ccccc2c(-c2cccs2)nn1CC(O)COCc1cccs1 (centres undefined)
-16%	CCc1ccc(CNC(=O)c2ccc3c(c2)nc2n3CCOC2)cc1
?	COc1ccc(-c2ccc(=O)n(CC(=O)Nc3ccccc3C(F)(F)F)n2)cc1
